D2 PAM – positively modulates the human D2 dopamine receptor allosterically; HEK293 T-REx D2, calcium flux, EC20 dopamine potentiation; 340,000 tested, 0.34% active; potentiation, % at 10 µM; P14416;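 active means potentiation over 3 SD above the plate norm, cut at about 30% in these data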; further: 0% is about no effect
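Potentiation of an EC20 dopamine calcium response is measured in a force-coupled, tetracycline-inducible Hek293 Trex D2 line. Compound-only kinetic reads over 180 s flag agonists before dopamine addition.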
Vif-A3F inh – inhibitors of Vif-A3F interaction; HeLa A3F-eYFP + Vif (tagged APOBEC3F with the HIV-1 protein that degrades it), YFP fluorescence increase; AID 602313; 390,000 tested, 0.2% active; Potency, µM (titrated, usually from 46.1 µM), for inactives: top-dose activity, negative = active; further: potency means the concentration at half of the fitted maximal effect; % of control where 0% means no effect; nearly all actives have a fitted effect of over 65% in size
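Fluorescence increase (Ex 488/Em 500-530) after overnight compound treatment at 37 deg C flags inhibition of Vif-driven A3F-eYFP loss in stable HeLa A3F-eYFP/Vif cells seeded overnight beforehand.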
RXFP1 ag – agonists of human relaxin receptor RXFP1 | Q9HBX9 | HEK293T-RXFP1 cAMP TR-FRET, 30 min; response scale: percent of porcine relaxin response, buffer zero | Potency, µM (top dose mostly 57.5 µM), for the others: at the top dose activation, hits mostly activators | 370,000 tested, 0.3% active; further: potency means the concentration at half of the fitted maximal effect; on the % scale 0 is the no-effect control and ±100 the full control effect; nearly all actives have a fitted effect of over 60% in size; many of its hits are not listed in these tables
Target sequence (Q9HBX9 whole entry, looked up): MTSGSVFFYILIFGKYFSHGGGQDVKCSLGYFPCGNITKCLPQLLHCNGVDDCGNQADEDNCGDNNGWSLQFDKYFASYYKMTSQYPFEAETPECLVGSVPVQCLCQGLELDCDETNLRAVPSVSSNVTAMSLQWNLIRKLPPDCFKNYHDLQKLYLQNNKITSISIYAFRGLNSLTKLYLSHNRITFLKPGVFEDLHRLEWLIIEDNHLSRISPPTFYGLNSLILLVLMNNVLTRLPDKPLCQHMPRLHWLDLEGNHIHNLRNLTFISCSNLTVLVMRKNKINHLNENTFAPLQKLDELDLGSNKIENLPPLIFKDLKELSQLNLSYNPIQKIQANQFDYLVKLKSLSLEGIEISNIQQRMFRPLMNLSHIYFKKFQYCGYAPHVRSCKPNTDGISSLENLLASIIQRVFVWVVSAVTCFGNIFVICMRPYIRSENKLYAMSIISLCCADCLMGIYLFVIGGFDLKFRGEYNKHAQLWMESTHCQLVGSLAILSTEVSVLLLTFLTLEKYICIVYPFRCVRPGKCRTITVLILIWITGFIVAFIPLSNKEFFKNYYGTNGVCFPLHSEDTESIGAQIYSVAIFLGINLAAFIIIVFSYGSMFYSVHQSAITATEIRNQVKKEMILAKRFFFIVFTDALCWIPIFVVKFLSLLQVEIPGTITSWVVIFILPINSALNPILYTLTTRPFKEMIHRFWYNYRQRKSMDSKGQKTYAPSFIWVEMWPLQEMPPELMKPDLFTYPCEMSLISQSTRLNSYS
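cAMP rise read by TR-FRET after 30 min, 37C compound exposure (up to 58 uM) in RXFP1-transfected HEK293 cells with Ro 20174 present. EC50 from Hill-equation fits, with 29 nM porcine relaxin as 100% and buffer as basal.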
Vif-APOBEC3G blk – Vif-A3G binding inhibition; Q9HC16; HeLa A3G-eYFP + Vif (tagged APOBEC3G with the HIV-1 protein that degrades it), YFP fluorescence, overnight; Potency, µM (doses to about 46.1 µM), for the others: at the highest dose activity, negative = active, usual class: inhibitors; 410,000 tested, 0.076% active; AID 602310;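 further: potency means the concentration at half of the fitted maximal effect; on the % scale 0 is the no-effect control and ±100 the full control effect; nearly all actives have a fitted effect of over 60% in size; hits raise eYFP signal because A3G escapes Vif-driven loss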
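HeLa cells stably expressing Vif and C-terminally eYFP-tagged A3G, seeded overnight at 37 deg C, then exposed to compound by pintool overnight at 37 deg C. Rise in yellow fluorescence (Ex 488/Em 500-530, Acumen) marks blocked Vif-driven A3G degradation.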
D1 agonist – human D1 receptor agonism; activation, % at 2 µM; P21728; 360,000 tested, 1% active; HEK293 T-REx D1 cells, calcium flux, agonist mode; in the data active means activation above about 30%; further: 0% is about no effect
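Agonism was scored from calcium flux recorded over 180 s (1 read/s) after pintool compound addition, following a 10-cycle baseline. Cells were inducible force-coupled HEK293 TREx D1, plated overnight at 30 C and loaded with no-wash calcium dye.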
D1 PAM – enhances dopamine response at the human D1 receptor; P21728; HEK293 TREx D1 cells, calcium flux, dopamine EC20 potentiation; potentiation, % at 10 µM; 360,000 tested, 0.036% active; AID 504651; in the data active means potentiation above about 30%; further: 0% is about no effect
LDHA block – LDHA (human) enzyme inhibition; activity change, % (values are at about 110 or 230 µM); purified LDHA, NADH/diaphorase-resazurin fluorescence; hits give low values; 480,000 tested, 0.15% active; in the data active means activity change below about -30%; inconclusive means mostly about -25% to -30%;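 further: plate controls were DMSO wells for no effect and wells without enzyme for full effect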
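Human LDH5 (2 nM) was incubated with 0.06 mM NADH and 0.2 mM pyruvate for 5 min at room temperature in Tris pH 7.4. Remaining NADH was coupled through diaphorase/resazurin, and resorufin fluorescence was read at 0 and 20 min.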
Glioma ERSR ind – inducers of ER stress response in human glioma cells; AID 602332; 420,000 tested, 0.02% active; Potency, µM, inactives show at the top dose activation, most hits filed as activators; U87-MG GRP78 promoter luciferase reporter, 16 h; further: potency means the concentration at half of the fitted maximal effect; series mostly up to about 76 µM; % of control where 0% means no effect; nearly all actives have a fitted effect of over 35% in size
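Stably transfected U87-MG human glioma cells carrying a GRP78-based luminescent sensor were seeded at 1000 cells/well, pin-dosed with compounds and incubated 16 h. Luciferase reagent was then added, and end-point luminescence was read after 10 min at room temperature.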
D1 antag – antagonists of human D1 dopamine receptor; HEK293 TREx D1 cells, calcium flux, dopamine EC80; hits give low values; activity change, negative = inhibition, % at 10 µM; 360,000 tested, 3.2% active; AID 504652; in the data active means activity change below about -30%; further: on the % scale 0 is the no-effect control and ±100 the full control effect
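Cells carrying a force-coupled, tetracycline-inducible human D1 receptor report calcium flux. Each well gets a 10 s baseline, compound with 180 s monitoring, then an EC80 dopamine stimulus with a second 180 s kinetic read.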
Active calls of the source: *; ? = inconclusive; . = not tested or not shown; & = joins results of further samples. Unless noted, the call rests on the fitted dose curve; in most records, active means well fitted curve in the direction sought with a large enough effect; inconclusive means small, poorly fitted or top-dose-only effect, or another doubt; inactive means no such curve, though single readings can be large; an effect the other way counts as inactive or inconclusive. The list is partial; the hit share may differ from the screen's.

SMILES	D2 PAM	Vif-A3F inh	RXFP1 ag	Vif-APOBEC3G blk	D1 agonist	D1 PAM	LDHA block	Glioma ERSR ind	D1 antag
Cc1cnc(C(=O)OCC(=O)Nc2ccc(C)c(S(=O)(=O)N3CCCCC3)c2)cn1	8	3%	-0.2%	-4%	2	-1	2	-2%	21
CC(=O)N1CCN(C(=S)NC(=O)c2ccc(S(=O)(=O)N3CCOCC3)cc2)CC1	-4	2%	1.3%	0%	3	-7	-3	-3%	-31*
Cc1cc(C)cc(NC(=O)Cn2nnc3ccccc3c2=O)c1	1	-11%	2.4%	3%	0	-12	-10	-1%	22
Cn1cc(Cl)c(C(=O)Nc2nc3ccc([N+](=O)[O-])cc3s2)n1	4	12%	-0.1%	2%	1	0	-9	5%	-9
C/C(=N\NC(=O)COc1cccc(Br)c1)c1ccc2c(c1)OCCO2	15	-3%	2.6%	4%	3	-6	-2	3%	-18
COc1ccc(S(=O)(=O)NCC(=O)N(Cc2ccco2)C(C(=O)NC(C)(C)C)C(C)C)cc1 (stereo not given)	-3	-7%	5.5%	-5%	1	-7	0	-4%	4
CCOc1ccc(NC(=S)N(CCCN2CCOCC2)Cc2cn(C)c3ccccc23)cc1	-4	-10%	2.4%	1%	3	1	-3	-1%	3
CCOc1ccc(NC(=O)c2ccc(-n3cccn3)nc2)cc1	-6	7%	2.8%	2%	4	6	-3	-4%	-17
CCOCCCN1C(=O)CN(C2CCCCCC2)C(=O)C1c1ccc(OC)cc1 (stereo not given)	-5	-6%	0.2%	3%	2	-2	-4	-6%	-4
O=C(NCC(=O)N(c1ccc(F)cc1)C(C(=O)NCC1CCCO1)c1ccccc1)c1ccco1 (stereo not given)	-4	-6%	-1.0%	-4%	2	3	-10	-2%	5
Cc1nc(SCC(=O)c2c(C)[nH]c3ccccc23)c2c(=O)n(C)c(=O)n(CC(C)C)c2n1	-6	.	5.5%	.	11	2	.	.	-28
CC(=O)Nc1nn(CC(C)C)c2nc3ccc(C)cc3cc12	.	-4%	.	-1%	.	.	3	-5%	.
O=C(NCc1ccco1)/C(=C\c1cccc([N+](=O)[O-])c1)NC(=O)c1ccco1	10	2%	1.9%	-2%	0	-2	-2	-4%	2
Cc1nc(N)nc(N(C)c2ccccc2)c1Br	.	-9%	.	-17%	.	.	-1	-1%	.
COc1ccc(S(=O)(=O)N(C)C[C@@H]2OCCCC[C@@H](C)Oc3ccc(NC(=O)NC(C)C)cc3C(=O)N([C@H](C)CO)C[C@@H]2C)cc1	.	-7%	.	3%	.	.	-1	-5%	.
Cc1sc2nc(CSC(C)C(=O)N3CCOCC3)[nH]c(=O)c2c1C (stereo not given)	5	-13%	3.6%	-9%	2	-9	0	0%	32
COc1ccc(NS(=O)(=O)c2ccc(NS(=O)(=O)c3cccs3)cc2)cc1	.	-4%	2.9%	-9%	1	-3	-2	-5%	24
CCCC(C)NC(=O)C1c2ccccc2Oc2ccccc21 (stereo not given)	6	1%	0.7%	-5%	2	3	0	-4%	3
CCC1(C)CC2(CCCN(CCC(=O)c3ccccc3)C2)CCO1 (stereo not given)	-2	-3%	-3.0%	-1%	0	-3	-10	-2%	-8
CCN(CC)C(=O)Cn1c(=O)n(C)c2ccccc21	1	0%	0.0%	1%	1	-4	-3	-4%	2
CCc1ccc(C(=O)C(C)OC(=O)Cn2cnc3c2c(=O)n(C)c(=O)n3C)cc1 (stereo not given)	-1	0%	6.0%	-4%	-1	3	-2	-1%	2
COc1cccc(/C=C(/C(=O)OCC(=O)NCC2CCCO2)c2ccccc2)c1 (stereo not given)	8	0%	-0.4%	5%	4	-2	-5	0%	-20
CCN1CCCc2cc(CN(CCN3CCOCC3)C(=S)Nc3cccc(C)c3)ccc21	-1	-6%	0.7%	-7%	4	1	1	-7%	2
CCC(C)(C)NC(=O)C(OC(=O)c1cc2sccc2n1C)c1ccc(OC)cc1 (stereo not given)	-9	-20%	2.2%	-1%	3	-7	-2	4%	4
Cn1c(Cc2nc3ccccc3n2C)nc2ccccc21	3	-1%	0.0%	-1%	-1	-2	-8	-3%	0
COc1cc(OC)cc(-c2cc(N)n(S(=O)(=O)c3cccc4nsnc34)n2)c1	6	-6%	0.4%	-2%	0	6	-6	-5%	-8
CC1CCN(S(=O)(=O)c2ccc3c(c2)CCC(=O)N3CC(=O)Nc2cccc(C#N)c2)CC1	20	-7%	1.9%	4%	1	0	2	0%	11
C=CCSc1nnc(NC(=O)c2c(CC)noc2C)s1	-11	?	1.5%	-5%	5	-5	0	-1%	-2
c1ccc2c(-n3cccn3)cccc2c1	-10	?	4.7%	-8%	1	-3	-4	8%	-12
CNC(=O)c1nc(C)n(-c2ccc(Cl)cc2Cl)n1	.	-25%	-4.1%	0%	0	0	-4	-1%	2
O=C(NCCS(=O)(=O)N1CCN(c2ccc(F)cc2)CC1)c1ccc2c(c1)OCO2	5	-15%	0.8%	-3%	5	-2	-10	-5%	-2
O=C(NCCCN1CCN(c2cccc(Cl)c2)CC1)c1sc2ncccc2c1-n1cccc1	-27	1%	2.5%	5%	2	-5	-3	-2%	-35*
CC(C)(C)[C@H]1COC(=O)CCCC/C=C\C[C@H](CC(=O)NCCO)C(=O)N1	.	1%	.	-1%	.	.	4	-3%	.
COc1ccc(C2=CC(c3ccc(OC)c(OC)c3)n3nnnc3N2)c(OC)c1 (stereo not given)	6	-5%	4.7%	-10%	2	-1	8	-5%	4
COc1ccccc1/C=C/C(=O)NCC(=O)N/N=C(/C)c1ccc(Cl)cc1	-6	-11%	0.2%	-4%	2	3	-1	0%	3
COc1cccc(OC)c1C(=O)Nc1ccccc1Sc1ccccc1	.	-1%	.	-2%	.	.	-3	-2%	.
COc1cc(C(=O)NC(c2ccccc2)c2ccccc2)cc(OC)c1OC	0	-3%	1.9%	1%	-3	5	-6	-1%	-18
O=C(Nc1ccc(N2CCOCC2)cc1)C1CCCCN1S(=O)(=O)c1ccccc1 (stereo not given)	4	0%	-0.1%	-4%	5	-3	4	-5%	-32*
COc1ccc(-c2n[nH]c(C)c2-c2ccc(Cl)cc2)c(O)c1OC	7	2%	-1.1%	-13%	2	0	0	-3%	-1
Cc1ccccc1-n1c(-c2ccoc2C)n[nH]c1=S	0	-2%	5.1%	-1%	0	-3	-3	-3%	6

Compounds from the list above containing bromine (2):
SMILES	D2 PAM	Vif-A3F inh	RXFP1 ag	Vif-APOBEC3G blk	D1 agonist	D1 PAM	LDHA block	Glioma ERSR ind	D1 antag
C/C(=N\NC(=O)COc1cccc(Br)c1)c1ccc2c(c1)OCCO2	15	-3%	2.6%	4%	3	-6	-2	3%	-18
Cc1nc(N)nc(N(C)c2ccccc2)c1Br	.	-9%	.	-17%	.	.	-1	-1%	.

Entries of single compounds, looked up by structure.
C/C(=N\NC(=O)COc1cccc(Br)c1)c1ccc2c(c1)OCCO2 is entered as D2 PAM: 15; Vif-A3F inh: -3%; RXFP1 ag: 2.6%; Vif-APOBEC3G blk: 4%; D1 agonist: 3; D1 PAM: -6; LDHA block: -2; Glioma ERSR ind: 3%; D1 antag: -18
Cc1sc2nc(CSC(C)C(=O)N3CCOCC3)[nH]c(=O)c2c1C (stereo not given) is entered as D2 PAM: 5; Vif-A3F inh: -13%; RXFP1 ag: 3.6%; Vif-APOBEC3G blk: -9%; D1 agonist: 2; D1 PAM: -9; LDHA block: 0; Glioma ERSR ind: 0%; D1 antag: 32

(list continues)
SMILES	D2 PAM	Vif-A3F inh	RXFP1 ag	Vif-APOBEC3G blk	D1 agonist	D1 PAM	LDHA block	Glioma ERSR ind	D1 antag
Cc1ccc(OCCNC(=O)CNC(=O)c2ccc3c(c2)OCO3)cc1	-10	3%	-0.4%	1%	0	-5	-2	-6%	6
C=CCN([C@@H](CC(C)C)C(=O)OC)S(=O)(=O)N(CC=C)[C@@H](CC(C)C)C(=O)OC	9	-9%	-1.3%	2%&0%	1	0	6	-1%&-1%	22
COC(=O)C(C)NC(=O)C12CC3CC(CC(C3)C1)C2 (stereo not given)	11	-21%	-0.4%	0%	1	0	-14	-4%	0
COc1ccc(S(=O)(=O)Nc2ccc3c(c2)OCCO3)cc1OC	7	-9%	1.4%	0%	7	-1	-8	-2%	-1

Assay outcomes from PubChem BioAssay.
